TRHR PAM: allosterically enhances the human TRH receptor | AID 493056 | enhancement, % at 2 µM | actives 0.66% (n = 360,000) | TRHR cells, fluo-8 calcium fluorescence, EC20 TRH enhancement; in the data active means enhancement above about 30%; further: 0% is about no effect
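TRHR-expressing cells loaded with fluo-8 calcium dye were read kinetically (ex 480/em 530) during compound addition, then stimulated with an EC20 of TRH (10 nM final). Enhancement of the Gq-mediated intracellular calcium response was scored.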
D1 potentiator: potentiators of human D1 dopamine receptor. HEK293 TREx D1 cells, calcium flux, dopamine EC20 potentiation. actives 0.036% (n = 360,000). P21728. AID 504651. potentiation, % at 10 µM; in the data active means potentiation above about 30%; further: 0% is about no effect
D2 potentiator: D2 dopamine receptor (human) potentiation. P14416. HEK293 T-REx D2, calcium flux, EC20 dopamine potentiation. potentiation, % at 10 µM. actives 0.34% (n = 340,000). AID 485347;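 active means potentiation over 3 SD above the plate norm, cut at about 30% in these data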; further: 0% is about no effect
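Cells plated with tetracycline inducer and held overnight at 30 C; calcium dye loaded 30–90 min at room temperature; baseline taken, compound added and read 180 s; EC20 dopamine then added and read 180 s.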
D2 agonist: agonists of human D2 dopamine receptor | HEK293 T-REx D2 cells, calcium flux agonist mode | P14416 | activation, % at 2 µM | AID 485358 | actives 0.53% (n = 340,000);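 active means activation over 3 SD above normal in the single-dose calcium agonist read, cut at about 30% in these data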; further: 0% is about no effect
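Tetracycline-induced HEK293 T-REx cells with force-coupled D2 receptor, plated overnight at 30 C, loaded with no-wash calcium dye. After a 10 s baseline, compound was pin-added and calcium flux read kinetically for 180 s; calcium rises flagged agonists.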
D1 antag: blocks dopamine activation of the human D1 receptor; P21728; activity change, negative = inhibition, % at 10 µM; HEK293 TREx D1 cells, calcium flux, dopamine EC80; active compounds read low; AID 504652; actives 3.2% (n = 360,000); in the data active means activity change below about -30%; further: on the % scale 0 is the no-effect control and ±100 the full control effect
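Compound effects on dopamine-evoked calcium signalling were measured in tetracycline-induced HEK293 Trex D1 cells. Dopamine at EC80 followed a 180 s compound pre-read, and fluorescence was tracked kinetically for 180 s more.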
D2 antagonist: D2 dopamine receptor (human) antagonism. P14416. HEK293 TREx D2 cells, calcium flux, dopamine EC80. inhibition, % at 10 µM. actives 2% (n = 340,000); in the data active means inhibition above about 30%; further: 0% is about no effect
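Cells plated overnight at 30 C with tetracycline; no-wash calcium dye, 30–90 min RT; 10 s baseline; compound pinned; 180 s read; EC80 dopamine added; another 180 s read.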
RXFP1 antagonist: antagonists of human relaxin receptor RXFP1; Q9HBX9; HEK293-RXFP1, relaxin-stimulated cAMP HTRF, 30 min; active compounds read low; actives 0.59% (n = 350,000); activity change, negative = inhibition, % at 57.5 µM; AID 1259400;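 active means activity change of -60% or lower, but not beyond a set lower limit; inconclusive means change between -60% and -40%, or beyond the set limit; inactive means change above -40%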; further: on the % scale 0 is the no-effect control and ±100 the full control effect
Target sequence (Q9HBX9 whole entry, looked up): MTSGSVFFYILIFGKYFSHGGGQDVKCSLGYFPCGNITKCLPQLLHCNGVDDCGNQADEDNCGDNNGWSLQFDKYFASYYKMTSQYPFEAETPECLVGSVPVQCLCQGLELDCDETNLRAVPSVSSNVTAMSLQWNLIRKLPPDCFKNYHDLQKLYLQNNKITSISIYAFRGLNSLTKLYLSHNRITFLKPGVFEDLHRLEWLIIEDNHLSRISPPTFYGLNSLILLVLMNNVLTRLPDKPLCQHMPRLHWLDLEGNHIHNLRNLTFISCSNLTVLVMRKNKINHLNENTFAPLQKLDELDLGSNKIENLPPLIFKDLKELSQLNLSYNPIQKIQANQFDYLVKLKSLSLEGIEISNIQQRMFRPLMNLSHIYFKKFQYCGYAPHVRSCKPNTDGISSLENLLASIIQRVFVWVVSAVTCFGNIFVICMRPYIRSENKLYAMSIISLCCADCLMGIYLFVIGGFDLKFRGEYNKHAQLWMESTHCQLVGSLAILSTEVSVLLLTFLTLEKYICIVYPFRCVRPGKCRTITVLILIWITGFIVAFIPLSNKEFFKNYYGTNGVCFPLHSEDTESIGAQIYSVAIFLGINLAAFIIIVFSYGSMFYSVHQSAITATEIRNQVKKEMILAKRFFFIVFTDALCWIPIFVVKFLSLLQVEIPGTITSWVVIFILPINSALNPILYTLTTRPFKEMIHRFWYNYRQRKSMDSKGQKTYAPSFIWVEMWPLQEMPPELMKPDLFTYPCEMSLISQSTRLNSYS
D1 agonist: agonists of human D1 dopamine receptor; P21728; HEK293 T-REx D1 cells, calcium flux, agonist mode; activation, % at 2 µM; actives 1% (n = 360,000); AID 504660; in the data active means activation above about 30%; further: 0% is about no effect
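Inducible HEK293 T-REx D1 cells, force-coupled to calcium signalling, were plated at 4000 cells/well with tetracycline and held overnight at 30 C. After no-wash calcium dye loading, compound-evoked calcium rise over 180 s flagged agonists.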
RXFP1 agonist: agonists of human relaxin receptor RXFP1; HEK293T-RXFP1 cAMP TR-FRET, 30 min; response scale: percent of porcine relaxin response, buffer zero; AID 2676; Q9HBX9; actives 0.3% (n = 370,000); Potency, µM (titrated, usually from 57.5 µM), for inactives: at the highest dose activation, most hits filed as activators; active means well fitted activation curve with a large enough effect; inconclusive means small, poorly fitted or top-dose-only effect; further: potency means the concentration at half of the fitted maximal effect; on the % scale 0 is the no-effect control and ±100 the full control effect; nearly all actives have a fitted effect of over 60% in size; many of its hits are not listed in these tables
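HEK293T cells stably expressing RXFP1 were pretreated with the PDE4 inhibitor Ro 20174, exposed to compounds for 30 min at 37C, lysed, and cAMP was read by TR-FRET. Data normalized to buffer (basal) and 29 nM porcine relaxin (100%).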
* hit, by the source's call; ? = inconclusive; . = no result given; & = joins results of further samples. An excerpt; the hit share may differ from the screen's.

Letters – A = TRHR PAM; B = D1 potentiator; C = D2 potentiator; D = D2 agonist; E = D1 antag; F = D2 antagonist; G = RXFP1 antagonist; H = D1 agonist; I = RXFP1 agonist
[1] CC(Oc1cccc(Cl)c1)C(=O)Nc1ccccc1C(=O)N1CCCCC1 (configuration not stated)
  A = -4 | B = 5 | C = -3 | D = 0.0 | E = 7 | F = 6 | G = 3 | H = 2 | I = -0.7%

[2] O=C(NCC(c1ccco1)N1CCc2ccccc2C1)C(=O)Nc1ccccc1F (configuration not stated)
  A = 8 | B = -5 | C = 1 | D = 0.0 | E = -9 | F = 8 | G = -11 | H = 6 | I = -0.3%

[3] COc1ccc(S(=O)(=O)Nc2c(O)c3ccccc3oc2=O)cc1
  A = 3 | B = -1 | C = 17 | D = -1.9 | E = 0 | F = 10 | G = -12 | H = -2 | I = -2.3%

[4] COC(=O)C1CCCN1C(=O)C12CC3CC(CC(C3)C1)C2 (configuration not stated)
  A = -4 | B = -14 | C = -5 | D = -0.6 | E = 9 | F = -10 | G = -11 | H = 2 | I = 2.3%

[5] O=C(CCc1nnc2ccc(N3CCC4(CC3)OCCO4)nn12)N1CCCCC1
  A = -2 | B = 2 | C = . | D = . | E = 3 | F = . | G = 12 | H = 2 | I = ?

[6] O=C(NCc1ccc(OC(F)(F)F)cc1)C1CC(c2cccc(F)c2)=NO1 (configuration not stated)
  A = 1 | B = 3 | C = 4 | D = 0.9 | E = 1 | F = 0 | G = . | H = 11 | I = 0.0%

[7] O=C(O)Cc1ccc(NC(=S)Nc2ccc(Br)cc2Cl)cc1
  A = 0 | B = -4 | C = 0 | D = -1.5 | E = -12 | F = -9 | G = 5 | H = 1 | I = -1.0%

[8] CC1CCc2c(C(=O)NCc3cccnc3)csc2C1 (configuration not stated)
  A = 3 | B = -6 | C = -5 | D = -0.8 | E = -1 | F = 13 | G = 21 | H = -2 | I = 0.3%

[9] CN(C)S(=O)(=O)c1ccc(C(=O)Nc2ccccc2[N+](=O)[O-])cc1
  A = -1 | B = 0 | C = -4 | D = 0.0 | E = -15 | F = -2 | G = -4 | H = 1 | I = 0.6%

[10] O=C1CC(c2ccc(S(=O)(=O)NCc3ccccc3)cc2)CN1 (configuration not stated)
  A = -3 | B = -5 | C = 4 | D = 0.0 | E = -18 | F = 1 | G = . | H = 0 | I = 0.9%

[11] COc1ccccc1C(=O)N1CCCCC1CCN1CCOCC1 (configuration not stated)
  A = 2 | B = 3 | C = 9 | D = -0.2 | E = -3 | F = . | G = 7 | H = 2 | I = 1.0%

[12] CCCNC(=O)c1ccc(N2CCC3(CC2)CC(c2cccc(Br)c2)=NO3)c(N)c1
  A = 7 | B = -9 | C = 4 | D = -1.4 | E = -16 | F = 3 | G = . | H = 3 | I = 0.4%

[13] CCOC(=O)c1[nH]c(C)c(CCC(=O)Nc2cc(Cl)ccc2C)c1C
  A = 2 | B = -2 | C = -8 | D = . | E = -1 | F = . | G = 2 | H = 1 | I = 0.2%

[14] O=C(CN1C(=O)NC2(CCCCCC2)C1=O)Nc1ccc(Cl)cc1Cl
  A = 6 | B = -5 | C = -6 | D = . | E = -25 | F = -7 | G = 4 | H = 0 | I = 1.1%

[15] O=C(COC(=O)C1CC(=O)N(Cc2ccccc2)C1)Nc1ccccc1F (configuration not stated)
  A = -3 | B = -2 | C = 4 | D = -2.2 | E = 1 | F = -2 | G = -3 | H = 6 | I = -0.4%

Part of the list above, screen by screen:
#11 COc1ccccc1C(=O)N1CCCCC1CCN1CCOCC1 (configuration not stated)
#12 CCCNC(=O)c1ccc(N2CCC3(CC2)CC(c2cccc(Br)c2)=NO3)c(N)c1
assay / entry	11	12
TRHR PAM	2	7
D1 potentiator	3	-9
D2 potentiator	9	4
D2 agonist	-0.2	-1.4
D1 antag	-3	-16
D2 antagonist	.	3
RXFP1 antagonist	7	.
D1 agonist	2	3
RXFP1 agonist	1.0%	0.4%

Additional records:
Letters – A = TRHR PAM; B = D1 potentiator; C = D2 potentiator; D = D2 agonist; E = D1 antag; F = D2 antagonist; G = RXFP1 antagonist; H = D1 agonist; I = RXFP1 agonist
[16] O=C(c1ccco1)N1CCN(S(=O)(=O)c2ccc(Oc3ccccc3)cc2)CC1
  A = 1 | B = -4 | C = 0 | D = . | E = -9 | F = . | G = 4 | H = 9 | I = 1.1%

[17] CN(C)/C=C(\C#N)C(=O)c1cccnc1Oc1cccc(F)c1
  A = 4 | B = 1 | C = 0 | D = -0.5 | E = 1 | F = 0 | G = -3 | H = 3 | I = 0.2%

[18] Oc1ccc(Br)cc1CN1CCCCCCC1
  A = -1 | B = 0 | C = -15 | D = 0.5 | E = -6 | F = 8 | G = -2 | H = -1 | I = -1.3%

[19] CC(NS(=O)(=O)c1ccc(OCC(=O)NCc2cccnc2)cc1)c1ccccc1 (configuration not stated)
  A = 5 | B = -7 | C = 6 | D = 0.5 | E = 3 | F = 8 | G = 0 | H = 1 | I = 0.8%

[20] Cc1ccccc1N1CCN(S(=O)(=O)c2ccccc2)CC1
  A = 1&16 | B = -1&1 | C = 0 | D = -1.8 | E = -14&5 | F = . | G = -7&-8 | H = 3&1 | I = 4.1%&0.3%

[21] N#C/C(=C(/O)COC(=O)c1ccc(Cl)c(S(=O)(=O)N2CCOCC2)c1)c1nc2ccccc2[nH]1
  A = 1 | B = -9 | C = 2 | D = -1.4 | E = -16 | F = 29 | G = -8 | H = 1 | I = 0.0%

[22] CCNC(=S)N(CCN(CC)CC)Cc1cc2cc3c(cc2[nH]c1=O)OCCO3
  A = 5 | B = -2 | C = -1 | D = -0.3 | E = 28 | F = -5 | G = -32 | H = -3 | I = 0.0%

[23] COC(=O)c1c(C)nn(-c2ccc(OC(F)(F)F)cc2)c1-c1snnc1C
  A = -10 | B = -1 | C = 2 | D = 0.5 | E = 9 | F = -11 | G = -2 | H = 1 | I = -0.1%

[24] COc1ccc(NC(=O)CN2CCc3ccccc3C2)cc1S(=O)(=O)N1CCOCC1
  A = 2 | B = 0 | C = -6 | D = 0.9 | E = -12 | F = -8 | G = -17 | H = -1 | I = -0.6%

[25] Cc1ccc(S(=O)(=O)c2nnn3c2nc(N2CCOCC2)c2ccccc23)c(C)c1
  A = 5 | B = 1 | C = 6 | D = -0.7 | E = -5 | F = -14 | G = 18 | H = 1 | I = 5.2%

[26] CCCn1c(C(O)c2cc(OC)c(OC)c(OC)c2)nc2ccccc21 (configuration not stated)
  A = 0 | B = 6 | C = 9 | D = -1.9 | E = 7 | F = 1 | G = 18 | H = 7 | I = -1.2%

[27] O=[N+]([O-])c1cc(S(=O)(=O)N2CCCC2)ccc1N/N=C/c1cccnc1
  A = 5 | B = -4 | C = 0 | D = -0.5 | E = 10 | F = 5 | G = -3 | H = 2 | I = -0.7%

Quoted from the results shown for reference:
Letters – A = TRHR PAM; B = D1 potentiator; C = D2 potentiator; D = D2 agonist; E = D1 antag; F = D2 antagonist; G = RXFP1 antagonist; H = D1 agonist; I = RXFP1 agonist
[6] O=C(NCc1ccc(OC(F)(F)F)cc1)C1CC(c2cccc(F)c2)=NO1 (configuration not stated)
  A = 1 | B = 3 | C = 4 | D = 0.9 | E = 1 | F = 0 | G = . | H = 11 | I = 0.0%

[7] O=C(O)Cc1ccc(NC(=S)Nc2ccc(Br)cc2Cl)cc1
  A = 0 | B = -4 | C = 0 | D = -1.5 | E = -12 | F = -9 | G = 5 | H = 1 | I = -1.0%

[8] CC1CCc2c(C(=O)NCc3cccnc3)csc2C1 (configuration not stated)
  A = 3 | B = -6 | C = -5 | D = -0.8 | E = -1 | F = 13 | G = 21 | H = -2 | I = 0.3%

[9] CN(C)S(=O)(=O)c1ccc(C(=O)Nc2ccccc2[N+](=O)[O-])cc1
  A = -1 | B = 0 | C = -4 | D = 0.0 | E = -15 | F = -2 | G = -4 | H = 1 | I = 0.6%

[10] O=C1CC(c2ccc(S(=O)(=O)NCc3ccccc3)cc2)CN1 (configuration not stated)
  A = -3 | B = -5 | C = 4 | D = 0.0 | E = -18 | F = 1 | G = . | H = 0 | I = 0.9%

[11] COc1ccccc1C(=O)N1CCCCC1CCN1CCOCC1 (configuration not stated)
  A = 2 | B = 3 | C = 9 | D = -0.2 | E = -3 | F = . | G = 7 | H = 2 | I = 1.0%

[12] CCCNC(=O)c1ccc(N2CCC3(CC2)CC(c2cccc(Br)c2)=NO3)c(N)c1
  A = 7 | B = -9 | C = 4 | D = -1.4 | E = -16 | F = 3 | G = . | H = 3 | I = 0.4%

[13] CCOC(=O)c1[nH]c(C)c(CCC(=O)Nc2cc(Cl)ccc2C)c1C
  A = 2 | B = -2 | C = -8 | D = . | E = -1 | F = . | G = 2 | H = 1 | I = 0.2%

[14] O=C(CN1C(=O)NC2(CCCCCC2)C1=O)Nc1ccc(Cl)cc1Cl
  A = 6 | B = -5 | C = -6 | D = . | E = -25 | F = -7 | G = 4 | H = 0 | I = 1.1%

[15] O=C(COC(=O)C1CC(=O)N(Cc2ccccc2)C1)Nc1ccccc1F (configuration not stated)
  A = -3 | B = -2 | C = 4 | D = -2.2 | E = 1 | F = -2 | G = -3 | H = 6 | I = -0.4%

Screening results (PubChem BioAssay)
